# Giardia kill: Giardia lamblia killing; Giardia lamblia trophozoite viability; activity change, % at 7.66 µM, hits read low; actives 0.15% (n = 340,000); AID 540267; in the data active = activity change below about -80%; inconclusive = between about -30% and that limit;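 note: parasites exposed to compound for two days anaerobically before the ATP read; % is set by controls: 0 for no effect and ±100 for the full control effect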
#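 Media and compound were dispensed first, then trophozoites at 100 cells/well; plates sat 48 hrs at 37 deg C without oxygen before ATP luminescence reagent was added and read after 15-30 min at room temperature.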
# CXXC DNA block: blocks binding of human MLL CXXC domain to DNA | Potency, µM (highest dose often 115 µM), without a hit: top-dose activity change, negative = inhibition, actives largely listed as inhibitors | actives 0.037% (n = 290,000) | AID 2662 | MLL-CXXC / FITC-HOXA9 DNA fluorescence polarization | Q03164; active = well fitted inhibition curve with a large enough effect in the polarisation, with a control signal flat, not every such curve was filed as active; inconclusive = small, poorly fitted or top-dose-only effect, or effect the other way, or a change in a side signal; inactive = no such curve, though single readings can be large or run the other way; the % refers to the polarisation; note: potency is the fitted concentration of half-maximal effect
#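 Fluorescence polarization: 7 uM MLL-CXXC (stock) preincubated 5 min with compounds, then 50 nM fluorescein-HOX-A9 DNA (stock) added; 30 min ambient. Buffer 50 mM Tris-HCl pH 7.5, 50 mM NaCl, 1 mM DTT, 0.05% BSA.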
# TRPV1 ag: human TRPV1 agonism; TRPV1-expressing cells, Fluo-8 calcium influx, agonist mode; activation, % at 8.33 µM; AID 540275; Q8NER1; actives 0.19% (n = 320,000); in the data active = activation above about 80%; inconclusive = between about 30% and that limit; note: 0% is about no effect
# Target sequence (Q8NER1 whole entry, looked up): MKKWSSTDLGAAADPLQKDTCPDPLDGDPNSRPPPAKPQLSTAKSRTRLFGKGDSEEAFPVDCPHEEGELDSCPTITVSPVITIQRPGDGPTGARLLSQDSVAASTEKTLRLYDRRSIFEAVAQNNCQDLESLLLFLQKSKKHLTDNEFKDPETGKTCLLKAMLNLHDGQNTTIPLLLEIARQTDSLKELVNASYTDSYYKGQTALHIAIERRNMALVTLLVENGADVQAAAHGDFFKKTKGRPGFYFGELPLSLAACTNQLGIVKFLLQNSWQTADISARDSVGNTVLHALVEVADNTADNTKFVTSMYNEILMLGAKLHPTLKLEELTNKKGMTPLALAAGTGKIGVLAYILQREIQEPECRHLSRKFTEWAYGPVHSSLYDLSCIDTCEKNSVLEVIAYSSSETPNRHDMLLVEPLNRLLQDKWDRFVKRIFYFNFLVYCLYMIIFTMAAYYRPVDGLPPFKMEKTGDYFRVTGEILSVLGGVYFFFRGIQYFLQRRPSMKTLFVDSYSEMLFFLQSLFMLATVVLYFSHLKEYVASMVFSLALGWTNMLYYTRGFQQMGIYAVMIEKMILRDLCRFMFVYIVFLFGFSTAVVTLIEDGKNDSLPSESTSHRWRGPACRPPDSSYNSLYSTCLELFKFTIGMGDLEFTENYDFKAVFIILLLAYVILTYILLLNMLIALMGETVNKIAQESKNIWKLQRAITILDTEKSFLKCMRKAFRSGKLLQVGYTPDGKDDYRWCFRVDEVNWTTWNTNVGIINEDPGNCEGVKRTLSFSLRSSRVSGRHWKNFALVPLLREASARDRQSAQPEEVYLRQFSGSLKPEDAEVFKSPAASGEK
#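 Fluo-8 calcium influx in TRPV1-expressing cells, kinetic read (ex 480/em 520 nm). Compound added and read 3 min for agonist activity, followed by capsaicin at EC20 final and 2 min further read for enhancement.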
# KCNH2 3.1 inh: KCNH2 3.1 (human) potassium channel inhibition. AID 720553. activity change, % (tested at about 1.8 µM). actives 0.95% (n = 340,000). U2OS KCNH2 3.1, thallium flux FluxOr; hits give low values;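 active = maximum activity change below -70%; inconclusive = maximum activity change from -70% to -50%; inactive = maximum activity change above -50%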;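 note: thallium influx rate constant from kinetic fluorescence after stimulation buffer; % is set by controls: 0 for no effect and ±100 for the full control effect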
#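 We transduce U2OS cells with the mutant 3.1 virus, culture them overnight, load FluxOr with Red40 quencher for 45 min, then add stimulation buffer and read kinetically for 2 min to derive a normalized rate constant.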
# B2AR arrestin: agonists driving beta-arrestin recruitment to human beta2-adrenergic receptor; P07550; beta-arrestin recruitment to beta2AR, cell-based reporter; Potency, µM (doses to about 46.1 µM), inactives show at the top dose activation, hits mostly activators; actives 0.02% (n = 330,000);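 note: potency is the fitted concentration of half-maximal effect; 0% = DMSO controls and full agonism = EC100 isoproterenol or metaproterenol; nearly all actives have a fitted effect of over 65% in size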
# KCNH2 WT inh: inhibitors of human wildtype KCNH2 potassium channel. U2OS, BacMam KCNH2, thallium flux FluxOr; hits give low values. activity change, % at 1.84 µM. actives 0.37% (n = 340,000);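 active = maximum activity change below -70%; inconclusive = maximum activity change between -70% and -50%; inactive = maximum activity change above -50%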; note: % is set by controls: 0 for no effect and ±100 for the full control effect
#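 U2OS cells transduced with wild-type KCNH2 virus are loaded with FluxOr dye for 45 min, and thallium flux is measured in kinetic reads before and after stimulation buffer. Rate constants are normalized to DMSO controls.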
# GALK inhibitor: galactokinase (human) inhibition. Purified GALK, Kinase-Glo residual ATP luminescence. actives 0.007% (n = 270,000). Potency, µM (doses to about 57.5 µM), without a hit: top-dose activity change, negative = inhibition, most hits filed as inhibitors. P51570. AID 1868; note: potency is the fitted concentration of half-maximal effect; % is set by controls: 0 for no effect and ±100 for the full control effect
#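 Luminescence from leftover ATP (Ultra-Glo luciferase/luciferin) served as read-out after a 1 h room-temperature reaction of 5 nM GALK with 35 uM ATP and 100 uM galactose.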
# Coupling enz: inhibits coupling enzyme system, counter-screen for aldolase hits. coupling enzyme system counterscreen, AmpLite Red fluorescence. activity change, negative = inhibition, % at 58.2 µM, hits read low. actives 0.67% (n = 290,000); in the data active = activity change below about -30%; note: % is set by controls: 0 for no effect and ±100 for the full control effect
#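 Final compound at 57.5 uM, incubated 10 min at RT with coupling enzyme reagent (glyceraldehyde-3-phosphate), then 20 min with substrate and AmpLite Red detection. Fluorescence read at 525/598 nm; tests interference with the coupling assay, not aldolase inhibition.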
# Menin-MLL TR inh: displaces Texas Red mutant MLL peptide from human menin. actives 0.23% (n = 270,000). O00255. AID 1768. Menin + Texas Red MLL mutant peptide, fluorescence polarization. Potency, µM (top dose mostly 61.6 µM), inactives show top-dose FP activity change, negative = inhibition, usual class: inhibitors; active = well fitted inhibition curve with a large enough effect in the polarisation, with a control signal flat, not every such curve was filed as active; inconclusive = small, poorly fitted or top-dose-only effect, or effect the other way, or a change in a side signal; inactive = no such curve, though single readings can be large or run the other way; the % refers to the polarisation; note: potency is the fitted concentration of half-maximal effect; % of control where 0% means no effect; many of its hits are not listed in these tables
# USP2a block: blocks human ubiquitin-specific protease USP2a; actives 0.01% (n = 330,000); O75604; USP2 core, Ub-CHOP2 coupled fluorogenic reporter, 485/531; Potency, µM (titrated, usually from 38.3 µM), for inactives: at the top dose activity change, negative = inhibition, hits mostly inhibitors;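 note: potency is the fitted concentration of half-maximal effect; plate controls were DMSO wells for no effect and full inhibition by NEM control for full effect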
#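 Deubiquitinase activity read as fluorescence (485/531 nm) after Ub-CHOP2 cleavage activates the enterokinase reporter on its substrate; USP2 core 10nM, Ub-CHOP2 and substrate 25nM each, 30min compound preincubation then 60min RT; data normalized to NEM, curves fitted.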
# PKM2 act: activators of human pyruvate kinase M2 | P14618 | purified PKM2, Kinase-Glo ATP luminescence, activation; response scale: 0% is enzyme alone, no compound | Potency, µM (top dose mostly 57.5 µM), for inactives: top-dose activation, usual class: activators | actives 0.34% (n = 260,000) | AID 1631; note: potency is the fitted concentration of half-maximal effect; % is set by controls: 0 for no effect and ±100 for the full control effect; nearly all actives have a fitted effect of over 55% in size
#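 Purified hPK-M2 (>95%) run at intermediate activity with 0.1 mM ADP and 0.5 mM PEP in 50 mM imidazole pH 7.2, KCl, MgCl2; 1 h room temperature. ATP formed read by Kinase-Glo luminescence; normalized to uninhibited and no-enzyme controls.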
# Numbers without * were called inactive; i = inactive; u = inconclusive; x = no result given; [ ] = remark or other dose. Unless noted, calls come from the whole dose curve; as a rule, active = well fitted curve in the direction sought with a large enough effect; inconclusive = small, poorly fitted or top-dose-only effect, or another doubt; inactive = no such curve, though single readings can be large; an effect the other way counts as inactive or inconclusive. Some of the compounds tested; rates above refer to the full screens.
SMILES,Giardia kill,CXXC DNA block,TRPV1 ag,KCNH2 3.1 inh,B2AR arrestin,KCNH2 WT inh,GALK inhibitor,Coupling enz,Menin-MLL TR inh,USP2a block,PKM2 act
CS(=O)(=O)N(CC(=O)Nc1ccc(S(=O)(=O)N2CCOCC2)cc1)c1ccccc1Br,-16,0%,-3,-15,0.0%,-1,-3%,2,24%,2%,u
COc1cccc(N2CCN(CC(=O)Nc3ccnn3C3CCCC3)CC2)c1,3,x,1,8,0.4%,1,x,x,x,-1%,x
O=S(=O)(Nc1cnc2ccccc2c1)N1CCCCCC1,9,3%,18,x,x,-2,-1%,2,4%,x,-8%
COc1ccc(OCc2cc(C(=O)NC(C)c3cnn(C)c3)no2)c(Cl)c1 (stereo unspecified),2,6%,16,20,-1.1%,1,-8%,x,x,2%,x
COc1cnn(Cc2ccccc2)c(=O)c1SCc1ccccc1,-9,10%,u,-15,0.1%,-10,1%,-1,-6%,-2%,4%
Cc1onc(-c2c(F)cccc2Cl)c1C(=O)NC(=S)NC1CCSC1=O (stereo unspecified),-22,6%,16,0,-1.2%,-4,4%,-1,-17%,0%,11%
CCN1CCCC1CNC(=O)c1ccc(N2CCOCC2)c(NS(=O)(=O)c2ccc(OC)cc2)c1 (stereo unspecified),0,-1%,0,3,0.3%,x,0%,1,-7%,2%,-2%
COc1ccc(CN2CCN(C(=O)c3ccc(S(=O)(=O)NCc4ccco4)cc3)CC2)cc1F,10,x,3,-9,-0.3%,-3,x,x,x,2%,x
CCOC(=O)c1nnn(-c2nonc2OC)c1-c1ccccc1,-6,0%,6,1,-0.2%,-5,-1%,0,-22%,2%,-20%
CC1(C)C2CCC1(CS(=O)(=O)NCc1ccc(Cl)cc1Cl)C(=O)C2 (stereo unspecified),19,-6%,11,-6,-0.6%,2,0%,0,12%,0%,-5%
Cc1cc(C=O)c(C)n1-c1ccc(N2CCCC2)c([N+](=O)[O-])c1,4,-5%,12,-2,0.2%,-4,1%,4,5%,1%,3%
O=C(NC(=S)NC(CO)c1ccccc1)c1ccc(F)cc1 (stereo unspecified),-9,-3%,3,4,0.1%,8,-2%,0,9%,0%,x
CC(=O)N1CCN(C(=O)c2cc(S(=O)(=O)NCc3ccccc3)ccc2C)CC1,8,-2%,-3,-16,-0.4%,8,-2%,x,x,0%,-7%
CCN(CC)CCn1c2c(c(SCC(=O)Nc3nc4ccccc4s3)nc1=O)CCC2,-7,x,-3,-10,-0.3%,77,x,x,x,-1%,x
COc1ccc(NC(=O)C(=O)c2cn(CC(=O)N3CCCC3)c3ccccc23)c(OC)c1,8,-1%,-3,21,-0.3%,0,1%,1,u,4%,1%
CNC(=O)c1c(NC(=O)c2ccc(S(=O)(=O)N3CCCCC3C)cc2)sc2c1CCN(C)C2 (stereo unspecified),9,-7%,9,-6,-0.3%,9,2%,x,x,-1%,-3%
CC1CCCCN1C(=O)CSc1nc(N)cc(=O)[nH]1 (stereo unspecified),3,1%,0,-5,0.0%,-1,0%,0,x,2%,-2%
COc1ccc(C(=O)n2nc(-c3ccco3)nc2N)cc1,26,181%[activator],3,-3,-1.7%,-1,2%,8,-17%,0%,10%
CC(C)Oc1ccc(CNCCC2(C(C)C)CCOC(C)(C)C2)cc1 (stereo unspecified),15,2%,18,4,-0.9%,19,1%,1,u,-1%,7%
CCOC(=O)c1c(NC(=O)C[n+]2ccc(N(C)C)cc2)sc(C)c1C,8,7%,-2,-7,-0.2%,0,0%,-4,-18%,-2%,0%
O=C(COC(=O)Cc1c[nH]c2ccccc12)Nc1c(Cl)cccc1C(F)(F)F,25,x,-1,5,0.0%,-1,x,x,x,0%,x
Brc1cccc(OCCOCCn2ccnc2)c1,-15,-1%,1,4,-0.5%,-2,0%,4,5%,3%,3%
CCOC(=O)N1CCC(N(C(=O)Nc2ccccc2)C(C)CC)CC1 (stereo unspecified),-1,0%,0,-7,-0.1%,9,-2%,-1,2%,1%,-3%
CCOCCCNC(=O)C(c1ccc(C)cc1)N(Cc1cccs1)C(=O)c1ccccn1 (stereo unspecified),-2,4%,15,-8,0.0%,3,1%,0,-8%,9%,x
COc1cc(C(=O)Nc2ccc(NC(=O)c3cccc(Cl)c3)nc2)cc(OC)c1OC,-11,21%,0,0,0.3%,2,-2%,0,u,-7%,1%
COc1cc(NC(=O)COC(=O)CCOc2ccc(C)cc2)cc(OC)c1,13,2%,-2,-5,0.2%,-7,-2%,-1,12%,-2%,5%
CC(NS(=O)(=O)c1ccc(Br)s1)c1ccccc1 (stereo unspecified),32[activator],0%,8,5,-0.3%,-5,1%,1,-4%,2%,x
O=C1NCCCC1C(=O)N1CCCCC1 (stereo unspecified),23,3%,-1,13,-0.1%,1,11%,2,3%,3%,0%
Cc1ccc(Nc2nc(N)nc(CN3CCN(Cc4ccccc4)CC3)n2)cc1Cl,3,-6%,7,-99*,0.1%,-76*,-1%,-5,x,-12%,4%
CCOC(=O)N1CCN(S(=O)(=O)c2ccc(C(=O)N(CCN(C)C)c3nc4ccc(CC)cc4s3)cc2)CC1,26,11%,-2,-7,-0.1%,16,2%,1,-19%,0%,-2%
Cc1cc(C)c2c(n1)nn1c(-n3ccnc3)cc(C)nc21,4,12%,-1,10,0.0%,-7,3%,1,-18%,1%,0%
COC(=O)c1ccccc1S(=O)(=O)NNC(=O)C12CC3CC(CC(C3)C1)C2,-13,x,x,13,-0.1%,1,x,x,x,0%,x
O=C(O)c1cc(S(=O)(=O)Nc2ccc3oc(=O)sc3c2)ccc1O,17,0%,-1,-3,0.4%,18,1%,17,u,3%,17%
COc1ccc(-c2nn(-c3ccccc3)cc2/C=C2/SC(=S)N(Cc3ccco3)C2=O)c(C)c1,-3,14%,0,3,0.1%,8,-2%,2,u,-1%,0%
O=[N+]([O-])c1cccc(-c2ccc(C(=S)N3CCOCC3)o2)c1,20,-14%,-2,5,0.0%,i,1%,-25,u,-6%,23%
COc1cc2cc(CCCOC(=O)c3ccc(Br)cc3)oc(=O)c2cc1OC,9,x,u,-22,0.2%,-1,x,x,x,3%,x
CCc1nnc(NC(=O)CCN2C(=O)c3ccccc3S2(=O)=O)s1,3,0%,29,-11,-3.5%,-23,1%,0,-1%,0%,2%
CCc1ccc(C(=O)N/N=C/c2ccncc2)s1,26,-5%,u,22,-0.2%,-15,2%,1,-1%,3%,1%
CCCCN1C(=O)C(=O)N(CC(=O)Nc2ccccc2C(=O)OCC)C1=O,43[activator],u,8,-4,-0.7%,3,6%,0,7%,3%,1%
CCCCNC(=O)NC1CCCC1,2,4%,-1,4,-0.6%,1,0%,-1,9%,-1%,4%
Cc1cc(NC(=O)Cc2cn3ccsc3n2)n(-c2ccccc2)n1,8,0%,-3,9,-0.2%,-2,0%,1,10%,1%,0%
CCc1ccccc1N(CC)C(=O)C1CCN(c2ncnc3c2nc2n3CCCCC2)CC1,-22,18%,u,-7,-0.1%,-3,6%,1,-20%,3%,-6%[0.46 µM]
CC1(C)C[C@H](O)[C@]2(CO)[C@H](O)C[C@]3(C)C(=CCC4[C@@]5(C)CC[C@H](O)C(C)(C)C5CC[C@]43C)[C@@H]2C1 (stereo partly specified),-2,x,x,2,0.1%,-23,x,x,x,0%,x
C[n+]1cc(-c2ccccc2)oc1-c1ccccc1,-13,38%[activator],0,15,0.7%,9,-1%,0,-2%,3%,-5%
O=c1c(Cl)c(N2CCOCC2)cnn1-c1ncc(C(F)(F)F)cc1Cl,-17,39%[activator],2,6,0.1%,0,-1%,2,1%,-1%,-1%
CCCN(CCC)C(=O)c1cc(-c2ccc3c(c2)OCO3)nc2ccccc12,-14,12%,19,-13,0.0%,1,6%,-2,9%,-1%,1%
O=C1c2cccc3cccc(c23)C(=O)N1CC1CCCO1 (stereo unspecified),-17,5%,26,9,0.5%,-3,8%,-1,0%,-3%,-12%
CCN(CC)C(=O)C1CCCN(Cc2ccc3c(c2)OCO3)C1 (stereo unspecified),-5,-5%,10,3,0.0%,4,2%,1,0%,-1%,-15%
COc1ccc([N+](=O)[O-])cc1NC(=O)CSCc1cc(C)cc(C)c1,0,0%,u,-4,-1.4%,5,-2%,-15,4%,-1%,2%
Cc1cccc(Cn2ccc(NC(=O)c3ccc4c(c3)OCO4)n2)c1,-15,-4%,u,-7,0.1%,4,-2%,0,0%,-2%,8%
CCOC(=O)CC[C@H](NC(=O)Cn1cnc(C(=O)Nc2ccc(C)c(C)c2)n1)C(=O)OCC,-4,x,x,13,0.1%,23,x,x,x,-1%,x

# From PubChem
